# TEAD-YAP inh: TEAD-YAP interaction inhibition | inhibition, % at 9.12 µM | AID 1259422 | HEK-TIYL cells, TEAD-Gal4/YAP UAS-luciferase luminescence | 1.4% of 640,000 active; in the data active means inhibition above about 32%;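 further: 0% = median of test compound wells and 100% = reference inhibitor wells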
# GPR151 activ: human GPR151 activation. Q8TDV0. PathHunter beta-arrestin GPR151 cells, luminescence. activation, % at 11.2 µM. 1% of 650,000 active. AID 1508602; in the data active means activation above about 4.9%;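 further: 0% = median of compound wells and 100% = cells with positive control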
# Target sequence (Q8TDV0 whole entry, looked up): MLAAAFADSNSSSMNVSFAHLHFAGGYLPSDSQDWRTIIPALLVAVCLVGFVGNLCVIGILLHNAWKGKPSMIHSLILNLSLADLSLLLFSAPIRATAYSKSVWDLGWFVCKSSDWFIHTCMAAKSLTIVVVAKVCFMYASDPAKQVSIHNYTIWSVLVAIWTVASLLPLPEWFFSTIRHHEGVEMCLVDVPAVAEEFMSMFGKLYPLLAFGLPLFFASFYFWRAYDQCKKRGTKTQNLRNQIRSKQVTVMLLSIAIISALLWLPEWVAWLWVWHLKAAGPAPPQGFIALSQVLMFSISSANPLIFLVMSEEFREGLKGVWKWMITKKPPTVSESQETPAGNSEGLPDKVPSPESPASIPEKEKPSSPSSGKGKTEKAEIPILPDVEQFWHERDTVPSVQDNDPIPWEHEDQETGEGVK
# FBW7 activator: human FBW7 E3 ligase activation, primary screen; Q969H0; AlphaScreen FBW7–phospho-cyclin E peptide binding, activator screen; normalized activity (activation), % at 26.1 µM; 0.13% of 650,000 active; AID 1259310; in the data active means normalized activity above about 1.9%;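 further: purified mutant Fbw7 with reduced substrate affinity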
# Target sequence (Q969H0 whole entry, looked up): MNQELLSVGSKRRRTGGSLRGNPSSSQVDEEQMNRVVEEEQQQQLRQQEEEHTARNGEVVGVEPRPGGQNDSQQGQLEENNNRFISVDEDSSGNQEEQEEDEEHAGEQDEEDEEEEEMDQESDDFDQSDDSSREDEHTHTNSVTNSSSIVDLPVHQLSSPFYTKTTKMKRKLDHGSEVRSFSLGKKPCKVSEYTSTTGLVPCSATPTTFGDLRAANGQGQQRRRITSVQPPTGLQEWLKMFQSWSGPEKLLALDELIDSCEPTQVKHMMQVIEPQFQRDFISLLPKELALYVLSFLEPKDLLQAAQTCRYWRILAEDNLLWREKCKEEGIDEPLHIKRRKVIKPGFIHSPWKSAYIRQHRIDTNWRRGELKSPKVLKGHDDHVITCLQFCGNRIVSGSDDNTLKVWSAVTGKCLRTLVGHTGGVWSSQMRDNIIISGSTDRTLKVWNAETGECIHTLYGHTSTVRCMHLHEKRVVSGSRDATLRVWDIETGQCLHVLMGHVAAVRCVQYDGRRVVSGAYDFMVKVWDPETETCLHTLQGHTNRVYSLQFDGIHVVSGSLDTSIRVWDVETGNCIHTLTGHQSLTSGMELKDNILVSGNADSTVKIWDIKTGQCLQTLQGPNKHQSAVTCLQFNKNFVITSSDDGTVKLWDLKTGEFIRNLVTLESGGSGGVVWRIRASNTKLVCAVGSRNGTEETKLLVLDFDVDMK
# MITF primary: inhibitors of human MITF | AlphaScreen MITF homodimerization, bead proximity signal | AID 1259374 | 0.91% of 650,000 active | inhibition, % at 2.6 µM; in the data active means inhibition above about 50%;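 further: 0% = vehicle wells with protein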
# * hit, by the source's call; · = no result given. Compounds were not picked by outcome; any-hit rate near 3.4%.
mol | TEAD-YAP inh | GPR151 activ | FBW7 activator | MITF primary
CC(=O)c1c(C)[nH]c(C(=O)NCc2cccs2)c1C | 1 | -1.4 | 0.1 | 16
Cc1sc2ncn3c(SCC(=O)Nc4nc5c(s4)CCCC5)nnc3c2c1C | 10 | 0.0 | 0.8 | 31
COC(=O)C1=CN(Cc2ccc3c(c2)OCO3)C=C(C(=O)OC)C1c1cccc(OC)c1OC | -14 | -0.1 | 0.3 | -4
Nc1cc(-c2ccc(Br)cc2)nn1S(=O)(=O)Cc1ccccc1 | -7 | -1.4 | -0.2 | -10
Cc1cc(Cl)c(S(N)(=O)=O)cc1OCC(N)=O | 8 | -1.1 | 0.2 | -8
Cc1cccc(CSc2nc(N)c(NC(=O)c3ccco3)c(=O)[nH]2)c1 | 1 | -0.5 | -0.1 | 8
CCOCCCNC(=O)CSc1nc2nc(C)cc(C)n2n1 | 9 | 0.3 | -0.1 | -2
CNC(=O)c1ccccc1Nc1ccn2c(=O)c3ccccc3nc2n1 | -9 | -0.4 | -0.1 | -1
C=CCOc1ccc(C(=O)NCCCc2ccccc2)cc1 | -47 | 3.4 | 0.2 | 14
Cc1ccn2c(NC(=O)c3ccco3)c(-c3ccccc3)nc2c1 | 4 | -0.3 | -0.3 | 4
COc1ccc(-c2cc(C(=O)NCc3ccco3)on2)cc1OC | -3 | 0.3 | 0.0 | 7
O=C(CC(=O)c1ccccc1)SCc1ccccc1 | -36 | 0.2 | 0.6 | 2
CCCc1nnc(NC(=O)Cc2c(F)cccc2Cl)s1 | -4 | 0.0 | 0.0 | 3
COC(=O)c1ccc(N2C(=O)CSC2c2cccnc2)cc1 (centres undefined) | -2 | -0.4 | 0.1 | 13
CCc1ccc(S(=O)(=O)NCc2csc(C)n2)cc1 | -3 | 2.5 | 0.0 | 2
Clc1ccc(SCCOCCN2CCNCC2)cc1 | -7 | -0.8 | 0.1 | 59*
COc1cc(OC)nc(Oc2ccccc2C(=O)NCC(=O)O)n1 | 11 | -0.8 | -0.1 | 6
O=C(Nc1cccc2ccccc12)c1nn2c(c1Br)NC(c1cccs1)CC2C(F)(F)F (centres undefined) | -7 | 2.4 | 0.0 | 2
O=C1OC(/C=C/c2cccc(Cl)c2Cl)=NC/1=C/c1ccccc1[N+](=O)[O-] | 6 | -1.2 | 0.2 | 11
CCCCN(/C=N/c1sc2c(c1C#N)CCCCC2)CCCC | 4 | 0.5 | 0.0 | 2
Cc1ccc(-c2cn3nc(N4CCCC(C(=O)N5CCCCC5)C4)sc3n2)cc1 (centres undefined) | -6 | -0.3 | 0.3 | 4
CC(=O)N/C(=C/c1ccccc1)C(=O)OC(C)C | -29 | 0.3 | -0.1 | -10
O=[N+]([O-])c1ccc2sc(SCc3cn4ccsc4n3)nc2c1 | -21 | -0.7 | -0.1 | -12
Cc1cc(NC(=S)Nc2ccc(C)c(Cl)c2)n[nH]1 | -62 | -0.5 | 0.5 | 8
Cc1cc(C)cc(NC(=O)CC2CCCCN2S(=O)(=O)c2ccccc2)c1 (centres undefined) | -2 | -0.9 | 0.1 | -15
CC(=O)COC(=O)c1cc(-c2ccc(C)cc2)nc2ccccc12 | -13 | 0.3 | 0.0 | 4
CC1(C)CC(=O)C2=C(C1)OC1=C(C(=O)CC(C)(C)C1)C2c1ccccc1OCc1ccc(Cl)cc1 | 1 | -1.3 | 0.3 | 4
CCc1ccc(CNCc2c(C(=O)O)n(Cc3ccc(F)cc3)c3cc(OC)ccc23)cc1 | 5 | 3.3 | -0.1 | -3
COC(=O)CCN1CCC(c2cc(-c3cccc(C(F)(F)F)c3)n[nH]2)CC1 | 7 | -0.6 | 0.2 | 4
CCOc1ccccc1NC(=O)CCc1c(C)nc2nc(CN)nn2c1C | 0 | -1.7 | 0.5 | 13
CCn1cc(C(=O)NCCN2CCOCC2)c(=O)c2ccc(C)nc21 | -1 | -0.6 | -0.1 | 0
O=C(CCC1CCN(C(=O)C2=CCCCC2)CC1)Nc1ccccc1 | 1 | 5.3* | 0.1 | -3
CS(=O)(=O)N1CCc2cc(C(=O)N3CCCCC3c3nc4ccccc4[nH]3)ccc21 (centres undefined) | 3 | 0.5 | -0.1 | -11
COc1cccc(NC(=O)CC(C)=O)c1 | -1 | 1.9 | 0.0 | 13
CC1=C(C(=O)OCC(C)C)C(c2ccccc2Cl)CC(=O)N1 (centres undefined) | -3 | 0.7 | 0.0 | 1
CSCCNCc1ccc(OCC(O)CN2CCCCC2)cc1 (centres undefined) | 2 | 1.7 | -0.1 | 3
COc1ccc(-c2noc(CNC(=O)COc3ccccc3Cl)n2)cc1 | 9 | 0.6 | 0.1 | 5
CCCCN1C(=O)C(O)=C(C(C)=O)C1c1ccccc1F (centres undefined) | -6 | -0.8 | 0.1 | 18
O=C(Nc1cccc(F)c1)Nc1ccnn1C1CCN(CCO)CC1 | -2 | 0.1 | -0.1 | 0
CN(C)c1ccc(-c2cnc3c(NCCCO)nccn23)cc1 | -41 | -0.6 | -0.6 | -8
CCCCC1CN(CC(=O)NCC2CCS(=O)(=O)C2)Cc2ccccc2O1 (centres undefined) | 0 | 0.6 | -0.1 | -8
Nc1ccccc1C(=O)OCC(=O)c1ccc(Br)cc1 | -9 | -0.5 | -0.1 | -17
CC1(C)CC(=O)C2=C(C1)Nc1cc(C(=O)c3ccccc3)ccc1NC2c1ccc2c(c1)OCO2 (centres undefined) | 14 | -0.5 | 0.0 | 10
COc1ccc(-c2nc(N)n(C(=O)c3ccccc3OC)n2)cc1 | 40* | 1.4 | -0.1 | 9
CCCNc1ccnc(NC2CCN(Cc3ccccc3)CC2)n1 | -9 | -1.5 | 0.1 | 3
O=C(NCCc1ccccc1)c1cc2nc(-c3ccccc3)cc(-c3ccccc3)n2n1 | 1 | -0.8 | 0.3 | -4
COc1ccc(NC(=O)C2(c3cccs3)CCCC2)cc1 | -3 | 0.8 | -0.2 | -7
COC(=O)COc1cccc2c1ccc1c3c(c(=O)oc12)CCCC3 | 0 | -0.3 | 0.1 | 6
COCCN(C)c1nc2nonc2nc1NC1CCCC1 | -9 | -1.6 | 0.0 | -8
O=C(CCc1ccccc1)N1CC[C@@H]2[C@H](CCCN2C(=O)c2n[nH]c3c2CCCC3)C1 | 8 | -0.2 | 1.0 | 19
CCOC(=O)C1=C(C)N=c2s/c(=C/c3cccc4ccccc34)c(=O)n2C1/C=C/c1ccccc1 (centres undefined) | 1 | -1.5 | 0.9 | 5
Cc1cc(N2C(=O)c3ccc(C45CC6CC(CC(C6)C4)C5)cc3C2=O)no1 | 3 | 0.5 | 0.0 | -11
CCOC(=O)C1=C(C)N=c2s/c(=C\c3cn(-c4ccccc4)nc3-c3ccccc3)c(=O)n2C1c1ccccc1 (centres undefined) | -1 | -1.7 | 0.1 | 13
Cc1ccc(/C=C2/SC(=S)N(C(CC(C)C)C(=O)O)C2=O)o1 (centres undefined) | -3 | -0.3 | -0.8 | 23
COc1ncccc1C(=O)Nc1ccc(-c2ccn[nH]2)cc1 | -52 | 1.6 | -0.1 | -5
O=C(NCCc1ccc(O)cc1)c1cccc(-c2cccs2)c1 | 4 | 1.0 | 0.2 | 52*

# Further compounds follow.
mol | TEAD-YAP inh | GPR151 activ | FBW7 activator | MITF primary
C=CCOc1ccc(-c2nc3c(c(=O)[nH]c(=O)n3Cc3ccccc3)n2CCCOC)cc1 | 4 | 1.0 | 0.4 | 7
CCOC(=O)C1=CN(c2ccc(C)c(C)c2)C=C(C(=O)OCC)C1c1cccs1 | -1 | -0.2 | 0.1 | -27
Cc1occc1C(=O)N/N=C/c1ccc(C(F)(F)F)cc1 | -40 | -8.1 | -0.1 | -4
Cc1cc(=O)oc2cc(OCC(=O)Nc3nnc(C(C)C)s3)ccc12 | -5 | 2.1 | -0.1 | 13
O=C(Nc1ccc(-c2cccc(F)c2)cc1)C1CCCN(C(=O)c2cnsn2)C1 (centres undefined) | -7 | 0.1 | 0.1 | 22
CN(CCO)S(=O)(=O)c1ccc([N+](=O)[O-])cc1 | 8 | 1.6 | -0.1 | 6
CCOc1ccc(N=C2NC(=O)S/C2=C\c2ccc(OC)c(OC)c2)cc1 | 0 | 0.6 | -0.1 | -3
COc1cccc(NC(=O)c2c(O)c3c(n(CC(C)C)c2=O)CCCC3)c1 | -5 | -1.3 | -0.1 | -2
Cn1cccc1Cc1nnc(SCC(=O)NCc2ccc(F)cc2)n1C | 6 | -0.9 | -0.2 | -8
C=CCN1C2=NCCCN2c2ccccc21 | 6 | -0.7 | -0.1 | 1
CCOC(=O)/C(=C\c1cn(C)c2ccccc12)[N+](=O)[O-] | 6 | -0.1 | -0.1 | 12
CC(C)(C)c1ccc(OCCNC(=O)c2cccc(Br)c2)cc1 | 4 | -1.7 | 0.2 | 18
C=CCn1c(NC(=O)C2CCCCC2)nc2ccccc21 | 12 | -0.2 | 0.2 | -10
O=C(O)c1ccc(-n2nnnc2Sc2nc([N+](=O)[O-])nn2Cc2ccccc2F)cc1 | -5 | 1.3 | -0.1 | -7
CCOc1cc(C=O)cc(Cl)c1OCC(=O)OC | -5 | 1.6 | 0.1 | -16
CCOC(=O)c1c(NC(=O)COc2ccccc2C)sc(C(C)=O)c1C | -1 | 0.4 | 0.1 | 17
CCOc1cc(NC(=O)C2CC2)c(OCC)cc1NC(=O)c1ccccn1 | 6 | -1.3 | 0.1 | 11
COc1ccccc1Cc1nnc(C(=O)NCc2cccnc2)o1 | -2 | 0.0 | 0.3 | 2
O=C(c1ccc(Oc2ccccc2)cc1)c1cc2ccccc2o1 | -31 | -1.5 | 0.2 | -3
O=C(c1ccc(OC2CCN(CCc3ccccc3)CC2)cc1)N1CCC[C@H]1CO | 1 | 0.6 | 0.0 | 16
CC(=O)N1c2c(cc(Br)cc2S(=O)(=O)Nc2ccc(F)c(F)c2)CC1C (centres undefined) | 2 | 1.1 | 0.3 | 12
CS(=O)(=O)Nc1ccccc1C(=O)Nc1cccc(Br)c1 | 12 | 4.1 | -0.1 | -1
COC(=O)c1c(C)[nH]c(C)c1-c1ccccc1 | -8 | -0.1 | -0.3 | 7
CCC(CC)CN1CCc2c(C(=O)OC)c(OCC3CC(=O)N(C)C3)cc(=O)n2CC1 (centres undefined) | -15 | 0.5 | -0.1 | -2

# Filtered by structure, the compounds so far with a Cl atom.
mol | TEAD-YAP inh | GPR151 activ | FBW7 activator | MITF primary
Cc1cc(Cl)c(S(N)(=O)=O)cc1OCC(N)=O | 8 | -1.1 | 0.2 | -8
CCCc1nnc(NC(=O)Cc2c(F)cccc2Cl)s1 | -4 | 0.0 | 0.0 | 3
Clc1ccc(SCCOCCN2CCNCC2)cc1 | -7 | -0.8 | 0.1 | 59*
O=C1OC(/C=C/c2cccc(Cl)c2Cl)=NC/1=C/c1ccccc1[N+](=O)[O-] | 6 | -1.2 | 0.2 | 11
Cc1cc(NC(=S)Nc2ccc(C)c(Cl)c2)n[nH]1 | -62 | -0.5 | 0.5 | 8
CC1(C)CC(=O)C2=C(C1)OC1=C(C(=O)CC(C)(C)C1)C2c1ccccc1OCc1ccc(Cl)cc1 | 1 | -1.3 | 0.3 | 4
CC1=C(C(=O)OCC(C)C)C(c2ccccc2Cl)CC(=O)N1 (centres undefined) | -3 | 0.7 | 0.0 | 1
COc1ccc(-c2noc(CNC(=O)COc3ccccc3Cl)n2)cc1 | 9 | 0.6 | 0.1 | 5
CCOc1cc(C=O)cc(Cl)c1OCC(=O)OC | -5 | 1.6 | 0.1 | -16

# Other entries.
mol | TEAD-YAP inh | GPR151 activ | FBW7 activator | MITF primary
Cc1ccccc1C(=O)Nc1noc2ccccc12 | 43* | -12 | -0.1 | -2
Cc1c(N2C(=O)CS/C2=N\N=C\c2ccc(N(C)C)cc2)c(=O)n(-c2ccccc2)n1C | 0 | 0.7 | -0.3 | -3
COc1cc(Nc2cc(-c3c(C)nn(C)c3C)ncn2)cc(OC)c1OC | -9 | 1.2 | 0.0 | 12
CC1CN(C(=O)/C(=C\c2ccccc2)NC(=O)c2ccccc2)CC(C)O1 (centres undefined) | 7 | 0.8 | 0.9 | 8
COc1cc(SC)ccc1C(=O)Nc1ccc(C(C)=O)cc1 | -46 | -1.6 | 0.0 | 7
OCCN1CCN(c2nccn3c(-c4cccc(Cl)c4)cnc23)CC1 | -9 | 1.2 | 0.5 | 0
COCC(=O)Nc1ccc(-n2c(C)nc3ncccc3c2=O)cc1 | 1 | 4.5 | 0.0 | 5
COc1ccc(CNC(=O)COc2cc(C)cc(C)c2C)cc1 | 5 | 0.4 | -0.2 | 15
Cc1ccc(NC(=O)c2oc3ccc(Cl)cc3c2C)c([N+](=O)[O-])c1 | 4 | -0.3 | -0.1 | 3
O=C(NCCc1c[nH]c2ccccc12)c1ccccc1Br | -15 | 1.2 | 0.1 | 16
Cc1cc(NC(=O)c2ccncc2)no1 | 8 | 0.0 | 0.6 | 3
CCOc1cc(/C=C2/C(=N)N3OC(C)=CC3=NC2=O)ccc1OC(=O)c1cccc(C)c1 | 19 | 0.2 | 0.1 | 3
Cn1c(-c2ccc(F)cc2)n[nH]c1=S | 8 | 0.4 | -0.3 | 0
COc1ccc(-c2nnc(SCC(=O)c3[nH]c(C)c(C(C)=O)c3C)o2)cc1 | 0 | 0.1 | -0.1 | -9
CN(C)C1C(=O)C(C(N)=O)=C(O)C2(O)C(=O)C3=C(O)c4c(O)ccc(Cl)c4C(O)C3CC12 (centres undefined) | · | 1.2 | -0.1 | 36
CC(NC(=O)C12CC3CC(CC(C3)C1)C2)c1ccccc1 (centres undefined) | 14 | 1.5 | 0.3 | 0
COCCOC(=O)C1=C(C)NC2=C(C(=O)CC(C)(C)C2)C1c1ccc(Cl)cc1 (centres undefined) | 8 | 0.8 | -0.1 | -16
Cn1c(=NC(=O)c2ccc(S(=O)(=O)N3CCCCCC3)cc2)sc2cc(F)ccc21 | 1 | 2.5 | 0.1 | -5
